Assay outcomes (PubChem)
CAL PDZ inh = CAL PDZ peptide-binding inhibitors, primary screen, biochemical, fluorescence polarization, Cer-tagged CAL PDZ, HTS | Golgi-associated PDZ and coiled-coil motif-containing protein (Homo sapiens), Q9HD26 | purified CAL PDZ, TMR-peptide fluorescence polarization, 1 h | inhibition, % at 20 µM | actives 0.02% (n = 330,000) | AID 504414, 2011;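 active = highest replicate inhibition of at least 40%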;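 also: plate controls were DMSO neutral control wells for no effect and unlabeled competitor peptide control wells for full effect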
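System: tagged CAL PDZ domain. Schedule: 1 h room-temperature incubation prior to read. Signal: fluorescence polarization (mP). Measure: percent inhibition from loss of millipolarization.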
phage Ecoli inh = growth loss of phage-infected E. coli, primary screen, RecBCD inhibitor project, absorbance, with phage, HTS | inhibition, % at 11.9 µM | actives 0.26% (n = 360,000); in the data active = inhibition above about 11%
PvdQ acylase = P. aeruginosa PvdQ acylase inhibitors, primary screen, biochemical, fluorescence, plate reader and imaging, single point; purified PvdQ acylase; inhibition, % at 10 µM; actives 0.063% (n = 340,000); AID 488965, 2010; in the data active = inhibition above about 30%, passing the limit was not always enough; inconclusive = no clear call, values can overlap the other calls;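 also: 0% = vehicle neutral wells and 100% = reference inhibitor wells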
PfHsp90 set2 = growth inhibition of PfHsp90-expressing yeast, primary screen, antimalarial PfHsp90 inhibitor project, S. cerevisiae, BacTiter-Glo luminescence, single point, set 2. BacTiter-Glo ATP, 48 h; yeast lacking PDR1 and PDR3 efflux regulators. actives 0.32% (n = 310,000). AID 504621, 2011. inhibition, % at 9.4 µM;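 active = every replicate shows inhibition above about 80%, whatever the replicate mean, limit read from the data; inconclusive = mean inhibition reaches the set limit but some replicate falls short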;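 also: 0% = DMSO neutral controls and 100% = 20 µM radicicol positive controls; yeast relying on Plasmodium falciparum Hsp90 in place of its own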
AddAB inh = growth inhibition of E. coli expressing H. pylori AddAB, primary screen, AddAB inhibitor project, absorbance; inhibition, % at 11.9 µM; actives 0.29% (n = 330,000); AID 435030, 2010; in the data active = inhibition above about 12%;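 also: 0% = vehicle wells of infected cells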
Tat transport = E. coli Tat export inhibitors, primary screen, MC4100, TorA-mCherry reporter, fluorescence, single point; inhibition, % at 10 µM; actives 0.036% (n = 340,000); AID 488895, 2010;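 active = mean replicate inhibition at least 50% and at least half of replicates individually reaching 50%; inconclusive = only one of the two criteria met; inactive = neither criterion met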;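 also: exported cargo escapes ClpAP degradation while cytoplasmic cargo is degraded and loses fluorescence; 0% = median of neutral control wells and 100% = median of NaSCN control wells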
Rtt109 HAT inh = inhibitors of C. albicans Rtt109/Vps75 HAT, primary screen, biochemical, ThioGlo CoA-SH fluorescence, plate reader. Histone acetyltransferase RTT109 (Candida albicans (strain SC5314 / ATCC MYA-2876)), …. inhibition, % at 34.9 µM. AID 540336, 2011. actives 0.16% (n = 330,000). purified Rtt109/Vps75, 4 h;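 active = inhibition of at least 50% in every replicate; inconclusive = best replicate reaches 50% inhibition but some replicates fall short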
Target sequence (Q5AAJ8 whole entry, looked up): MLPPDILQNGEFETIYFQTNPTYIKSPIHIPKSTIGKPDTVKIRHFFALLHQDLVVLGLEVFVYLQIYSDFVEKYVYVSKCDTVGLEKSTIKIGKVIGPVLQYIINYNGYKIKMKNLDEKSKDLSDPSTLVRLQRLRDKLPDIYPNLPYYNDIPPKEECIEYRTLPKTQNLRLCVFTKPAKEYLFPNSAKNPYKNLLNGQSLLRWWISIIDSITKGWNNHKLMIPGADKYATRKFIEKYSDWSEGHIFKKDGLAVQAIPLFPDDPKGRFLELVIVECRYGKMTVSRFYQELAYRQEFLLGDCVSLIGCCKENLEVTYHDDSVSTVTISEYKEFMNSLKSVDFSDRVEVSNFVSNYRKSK
DAGLB inh = DAGLB lipase inhibitors, primary screen, biochemical, fluorescence, HTS | Diacylglycerol lipase-beta (Homo sapiens), Q8NCG7 | HEK293T DAGLB membrane lysate, EnzChek fluorogenic substrate | inhibition, % at 5.17 µM | actives 0.059% (n = 340,000); in the data active = inhibition above about 34%;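 also: 0% = enzyme with vehicle and 100% = wells lacking enzyme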
Target sequence (Q8NCG7 whole entry, looked up): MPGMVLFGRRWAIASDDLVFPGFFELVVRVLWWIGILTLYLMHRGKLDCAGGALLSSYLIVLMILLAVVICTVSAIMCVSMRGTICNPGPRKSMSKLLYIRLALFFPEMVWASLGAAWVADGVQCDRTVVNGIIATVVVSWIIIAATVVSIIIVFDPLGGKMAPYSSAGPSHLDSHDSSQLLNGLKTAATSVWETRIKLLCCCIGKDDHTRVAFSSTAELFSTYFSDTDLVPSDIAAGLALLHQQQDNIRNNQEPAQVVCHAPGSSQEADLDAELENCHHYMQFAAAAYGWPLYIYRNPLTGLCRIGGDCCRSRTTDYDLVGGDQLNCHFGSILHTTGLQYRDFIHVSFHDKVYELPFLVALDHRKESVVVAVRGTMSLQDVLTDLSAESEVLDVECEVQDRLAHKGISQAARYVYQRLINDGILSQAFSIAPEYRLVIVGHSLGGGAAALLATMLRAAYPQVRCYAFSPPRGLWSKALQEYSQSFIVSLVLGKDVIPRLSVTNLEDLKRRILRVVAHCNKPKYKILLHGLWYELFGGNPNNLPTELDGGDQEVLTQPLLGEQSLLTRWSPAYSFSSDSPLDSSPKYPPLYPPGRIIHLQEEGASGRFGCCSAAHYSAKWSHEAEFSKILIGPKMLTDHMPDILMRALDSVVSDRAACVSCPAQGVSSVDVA
E coli growth = E. coli V3065 growth inhibition, primary screen, counter-screen for AddAB inhibitor project, absorbance, OD600. 18 h. inhibition, % at 11.9 µM. actives 0.27% (n = 330,000). AID 449728, 2010;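 active = inhibition above the campaign's mean inhibition across all tested compounds plus 3 SD, cut at about 9.9% in these data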;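 also: uninfected addAB+ strain grown without phage in ampicillin broth; 0% = DMSO wells and 100% = ciprofloxacin 0.95 µg/ml wells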
Wnt bcat act = Wnt/beta-catenin pathway activators, primary screen, cell-based, plate reader, single point. actives 1.2% (n = 300,000). AID 743398, 2014. Wnt/beta-catenin reporter cell assay, activator. activation, % at 9.35 µM; in the data active = activation above about 30%, passing the limit was not always enough; inconclusive = no clear call, values can overlap the other calls;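 also: 0% = neutral control wells and 100% = positive control wells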
An asterisk follows results filed as active; ? = inconclusive; . = no result given. Not a hit list; overall some 1.9% were active at least once.

SMILES	CAL PDZ inh	phage Ecoli inh	PvdQ acylase	PfHsp90 set2	AddAB inh	Tat transport	Rtt109 HAT inh	DAGLB inh	E coli growth	Wnt bcat act
Cc1cc(C)cc(OCC(=O)OCC(=O)N(CC(C)C)c2c(N)n(Cc3ccccc3)c(=O)[nH]c2=O)c1	-1.2	2.9	-6	9	3.6	-5	-23	5	-2.7	-4
Clc1ccsc1-c1ccc2ccccc2n1	-3.8	3.6	-11	-6	2.3	-5	0	-9	1.8	39*
OCCCNC(=S)Nc1ccc(Oc2ccccc2)cc1	-1.5	2.6	-3	-9	-0.6	-2	.	0	-0.6	8
Cc1cccc(-c2c3c(=O)n(C)c(=O)n(C)c3cn2CCO)c1	-0.6	3.0	-5	0	-1.6	-2	3	-2	0.4	0
O=C(NCCC(=O)N1O[C@@H]2C=C[C@H]1C2)OCC1c2ccccc2-c2ccccc21	-1.1	2.6	-17	12	-2.7	-2	-3	-3	-0.7	0
O=c1c2ccccc2nnn1CCN1CCOCC1	-1.6	3.4	9	10	-1.0	-4	12	0	-1.8	-7
COCC(=O)NC1CCN(CC(=O)Nc2ccccc2[N+](=O)[O-])CC1	-2.3	1.4	-2	15	1.2	-4	-4	-1	-1.6	-5
Cc1ccc(S(=O)(=O)Nc2ccc3c(c2)nc(CN2CCCC2)n3C)cc1	-0.4	2.4	7	7	-1.1	3	-8	3	2.9	.
CSc1cccc(NC(=O)Nc2nc3c(C)cccc3s2)c1	-1.8	0.3	-5	-21	0.7	8	-17	-3	-0.9	4
CCOC(=O)C1(CCOc2ccccc2)CCN(Cc2cnc(C)s2)CC1	0.4	2.4	-9	15	2.8	3	2	-2	1.0	-2
O=C(NCC1CCCO1)c1ccccc1NS(=O)(=O)c1cccc([N+](=O)[O-])c1 (configuration not stated)	-0.1	2.4	-1	46	2.2	-2	12	-8	3.3	0
COc1ccc(/C=N/NC(=O)CN2CCCC2)cc1	-0.3	-0.1	-5	0	1.4	1	-6	0	0.6	0
CCC1Sc2ccc(S(=O)(=O)CCC(=O)NCc3cccs3)cc2NC1=O (configuration not stated)	-3.1	-1.3	6	2	5.2	-18	7	1	-3.2	-2
CCOC(=O)c1ccc(N/C=C/C(=O)c2ccc(OC)cc2)cc1	-1.7	-1.4	-15	2	1.3	-1	.	-5	4.7	.
COc1cc(C2NC(=O)CS2)cc(OC)c1OC (configuration not stated)	0.4	2.1	-6	7	2.6	-3	-7	1	0.5	0
COCc1cc(=O)[nH]c(/N=C(\N)Nc2cccc(Cl)c2)n1	-1.6	6.0	-17	25	4.9	1	-3	.	-0.3	-1
COc1cc(O)oc1C=Nc1ccc(Cl)cc1	-0.4	5.2	-3	.	1.3	2	-17	2	-4.0	-1
Cc1cc(=O)oc2cc(OCC(=O)NC3CCCC3)ccc12	1.0	1.2	-6	8	0.2	8	-2	-2	-1.0	-3
Cc1cc(NC(=O)c2cc(CC(C)C)on2)n(-c2ccccc2)n1	-1.0	4.0	-9	-16	-2.2	0	0	-1	-0.4	-1
COc1ccc(/C=N/Nc2c(Cl)cc(Cl)cc2Cl)cc1CN1CCOCC1	0.4	1.9	4	7	-0.3	-7	0	1	-2.4	.
COc1ccc(-c2noc(CSc3nc4ccccc4c(=O)n3-c3ccc(C)cc3)n2)cc1	0.0	2.4	-3	-9	3.7	-7	-4	-4	-0.9	-7
CC1CCCC(NC(=O)CN2C(=O)c3cccnc3Oc3ccc(Cl)cc32)C1C (configuration not stated)	-2.9	1.3	-8	-12	0.8	-1	-14	-2	-2.7	0
COc1ccc(CN2CCN(Cc3cccc(F)c3)CC2)cc1OC	.	0.2	-2	16	-0.6	-2	-1	-2	2.9	0
O=C(Nc1ccc(N2CCN(C(=O)c3ccco3)CC2)c(Cl)c1)c1cc2ccccc2o1	-1.4	3.1	-5	-17	4.2	-1	-1	0	1.8	.

4 entries from above, as a markdown table:
| Molecule | CAL PDZ inh | phage Ecoli inh | PvdQ acylase | PfHsp90 set2 | AddAB inh | Tat transport | Rtt109 HAT inh | DAGLB inh | E coli growth | Wnt bcat act |
| --- | --- | --- | --- | --- | --- | --- | --- | --- | --- | --- |
| O=C(Nc1ccc(N2CCN(C(=O)c3ccco3)CC2)c(Cl)c1)c1cc2ccccc2o1 | -1.4 | 3.1 | -5 | -17 | 4.2 | -1 | -1 | 0 | 1.8 | . |
| COc1ccc(-c2noc(CSc3nc4ccccc4c(=O)n3-c3ccc(C)cc3)n2)cc1 | 0.0 | 2.4 | -3 | -9 | 3.7 | -7 | -4 | -4 | -0.9 | -7 |
| COc1cc(C2NC(=O)CS2)cc(OC)c1OC (configuration not stated) | 0.4 | 2.1 | -6 | 7 | 2.6 | -3 | -7 | 1 | 0.5 | 0 |
| Cc1cc(NC(=O)c2cc(CC(C)C)on2)n(-c2ccccc2)n1 | -1.0 | 4.0 | -9 | -16 | -2.2 | 0 | 0 | -1 | -0.4 | -1 |

Next entries:
SMILES	CAL PDZ inh	phage Ecoli inh	PvdQ acylase	PfHsp90 set2	AddAB inh	Tat transport	Rtt109 HAT inh	DAGLB inh	E coli growth	Wnt bcat act
CC(C)CN(CC(C)C)S(=O)(=O)N1CCC(C(=O)NC2CCCCCCC2)CC1	-2.5	0.5	-1	1	2.0	3	-5	1	4.2	.
CC(C)N(O)C(=O)NC(C)(C)C	-0.7	2.0	-1	-32	1.5	-7	-2	2	-1.8	-3
Cc1c(Cl)cccc1NC(=O)CCN1C(=O)NC(C)(C)C1=O	-2.2	2.1	-8	.	.	0	9	-1	.	4
COc1ccc(S(=O)(=O)N2CCN(C)CC2)cc1Br	-0.3	1.8	-5	19	0.8	3	-7	0	-0.6	.
CC1=C(C(=O)OCC2CCCO2)C(c2ccc(O)cc2)NC(=O)N1 (configuration not stated)	.	2.0	-8	.	1.9	16	-2	0	0.4	.
CCC1(C)CC(=O)N(c2ccc(F)c(Cl)c2)C(=O)C1	-0.4	0.4	-14	25	-0.1	-8	1	-2	-1.8	-1
COc1ccc(N(CC(=O)Nc2ccccc2OC)S(=O)(=O)c2ccc(OC)c(OC)c2)cc1	-1.4	1.1	11	-12	-2.4	6	3	-4	-1.7	0
CCc1nc(N2CCC(C)CC2)c2oc3ccccc3c2n1	-2.9	-0.2	-2	-10	0.1	2	5	-13	0.2	1
Cc1ccccc1C(=O)NC1CCN(CC(=O)Nc2nccs2)CC1	-0.4	3.1	-14	.	-0.8	-5	11	0	0.9	-3
O=C(Nc1ccc(-c2nc3ccccc3c(=O)o2)cc1)c1ccco1	-1.8	0.6	14	-1	1.1	-2	1	-4	-0.2	.
COc1cccc(/C=N/NC(=O)CCc2ccccc2)c1	-1.2	2.0	-10	-1	-0.9	4	-3	-2	-2.1	-2
O=C(CN1C(=O)c2ccccc2S1(=O)=O)NCc1c(F)cccc1F	-2.5	1.3	-11	.	1.5	2	-29	0	1.1	0

Not a retest: 3 of the compounds above.
SMILES	CAL PDZ inh	phage Ecoli inh	PvdQ acylase	PfHsp90 set2	AddAB inh	Tat transport	Rtt109 HAT inh	DAGLB inh	E coli growth	Wnt bcat act
Cc1cc(C)cc(OCC(=O)OCC(=O)N(CC(C)C)c2c(N)n(Cc3ccccc3)c(=O)[nH]c2=O)c1	-1.2	2.9	-6	9	3.6	-5	-23	5	-2.7	-4
Clc1ccsc1-c1ccc2ccccc2n1	-3.8	3.6	-11	-6	2.3	-5	0	-9	1.8	39*
OCCCNC(=S)Nc1ccc(Oc2ccccc2)cc1	-1.5	2.6	-3	-9	-0.6	-2	.	0	-0.6	8

Further structures.
SMILES	CAL PDZ inh	phage Ecoli inh	PvdQ acylase	PfHsp90 set2	AddAB inh	Tat transport	Rtt109 HAT inh	DAGLB inh	E coli growth	Wnt bcat act
O=C1CC(c2ccccc2)CC(O)=C1C=Nc1ccc(O)cc1 (configuration not stated)	-0.3	4.7	-13	9	3.2	3	.	0	3.4	-1
Cc1ccc(S(=O)(=O)N2CCN(C(=O)c3ccccc3)CC2)cc1	-1.7	3.7	-9	.	1.1	9	.	2	-1.9	.
COc1cc(/C=N/NC(=O)CCn2cnc(-c3ccccc3)c2-c2ccccc2)ccc1O	-0.8	3.2	14	36	1.1	11	1	2	-1.6	3
Cc1ncc([N+](=O)[O-])n1CCOC(=O)Nc1ccc([N+](=O)[O-])cc1	-1.9	8.7	-12	7	7.3	-1	0	1	3.2	-2
CCOC(=O)C(Cc1c[nH]c2ccc([N+](=O)[O-])cc12)(NC(C)=O)C(=O)OCC	-1.6	0.2	-8	-12	.	2	0	1	.	-7
CC(=O)C1=C(C)NC(SCC(=O)c2ccc(F)cc2)=C(C#N)C1CC(C)C (configuration not stated)	-2.3	0.9	0	-23	4.0	8	37	-5	0.3	?
O=[N+]([O-])c1nn(-c2ccc3c(c2)OCCO3)n(O)c1=NCCC1=CCCCC1	-0.1	0.7	4	-27	3.1	1	-7	13	-1.2	4
Cc1ccnc(NC(=O)c2ccccc2NC(=O)c2ccccc2)c1	.	2.1	-18	-4	1.6	1	-2	-8	3.3	-3
CCOC(=O)COC(=O)c1ccc(O)cc1	0.5	3.3	-3	.	2.1	-7	-5	1	-2.9	.
O=C(Cn1ccccc1=O)NCc1ccc(F)cc1	-2.4	3.4	16	8	2.5	2	-9	-2	-2.7	0
Cc1ccc(NC(=O)c2cc(=O)c3ccccc3o2)cc1	-0.8	2.3	-11	-1	0.0	8	-5	-1	1.2	?
Nc1n[nH]c(-c2ccc(F)cc2)n1	0.3	2.0	-7	-8	1.0	-9	4	-1	1.3	1
CCC(C)C(NC(=O)c1ccccc1NC(=O)c1ccco1)C(=O)NNC(=O)c1ccc(OC)cc1 (configuration not stated)	0.5	3.7	2	-7	-2.1	-2	4	-1	2.3	-2
O=C(NCCO)/C(=C\c1cccs1)NC(=O)c1cccs1	-0.3	1.9	-6	-11	2.2	-5	-6	-1	1.4	2
COC(=O)Nc1sc2c(c1C(N)=O)CCC(C)C2 (configuration not stated)	-0.3	3.1	-1	.	2.0	0	-4	-3	-1.4	1
COc1ccc(S(=O)(=O)NC2CCCCCC2)cc1C(N)=O	-0.8	2.8	2	-15	1.4	-8	0	3	-0.8	-1
CC(=O)Oc1ccc(N2C(=O)[C@@H]3[C@H](C2=O)[C@H]2c4ccccc4C=NN2[C@@H]3C(C)=O)cc1	-1.1	2.2	-10	7	-0.5	-1	10	-1	-0.8	2
CCN1CCN(c2ccc(Cl)cc2NC(=O)c2ccc(-n3nc(C)cc3C)cc2)CC1	-1.5	0.9	7	1	1.7	0	18	-2	-0.2	-2
